Pf gamet viab = P. falciparum stage V gametocyte viability inhibition | P. falciparum stage V gametocytes, ATP luminescence, 24 h | inhibition, % at 10.9 µM | actives 0.065% (n = 150,000);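 active means inhibition above the mean plus 3 SD of compounds within the control limits, set per campaign, cut at about 38% in these data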;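 further: 0% = DMSO wells and 100% = medium only without gametocytes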
Avidin fluor = avidin bead compound fluorescence profile; Avidin beads, compound fluorescence 488/530 nm, flow cytometry; hits give high values; fluorescence (KMESF) at 10 µM; actives 0.38% (n = 220,000); AID 1775; in the data active means fluorescence above about 47; further: inactives centre near 10
* hit, by the source's call.

SMILES	Pf gamet viab	Avidin fluor
CN1C(C(=O)NCc2cccc(C(F)(F)F)c2)CC2Cn3c(nc4ccccc43)C21 (stereo not drawn)	-10.8	9
CC(C)C[C@H](NC(=O)c1nc[nH]c1C(=O)N1CCC(C)CC1)C(=O)OCc1ccccc1	26.6	9
CCOC(=O)Cc1csc(NC(=O)CCC(=O)O)n1	3.6	3
CN(C)c1cccc2c1c(NC(=O)c1ccc(F)cc1)nn2C	-16.5	5
CCC(CCC(=O)NNC(=O)Cc1ccc([N+](=O)[O-])cc1)C(=O)O (stereo not drawn)	-5.5	4
CN(C)/C=C/C(=O)c1nn(-c2ccc(F)cc2)ccc1=O	2.9	7
O=C(Nc1ccc2oc(-c3ccncc3)nc2c1)c1ccc2c(c1)OCO2	5.9	9
O=C(N/N=C\C=C\c1ccco1)C1COc2ccccc2O1 (stereo not drawn)	14.5	7
COc1ccccc1/C=C1\SC(=S)N(C(C(=O)O)c2ccccc2)C1=O (stereo not drawn)	11.2	10
COc1cc([N+](=O)[O-])ccc1-c1ccc(/C=N/NC(=O)OC(C)(C)C)o1	-10.6	4
CCN(CC)S(=O)(=O)c1ccc(NN=c2c(=O)c3ccccc3c2=O)cc1	-3.6	5
Cc1ccc(C(=O)N2C(=O)c3cccc(N)c3C2=O)o1	-14.9	7
Cc1cc(C)cc(NC(=O)Oc2ccccc2N2CCCCC2)c1	-4.1	8
CCO/C([O-])=N/c1sn[n+](C)c1C	7.3	7
CCN(CCS(=O)(=O)c1ccc(Cl)cc1)C(=O)Nc1ccccc1	13.9	7
COc1ccc(-c2[nH]ncc2CN2CCC(c3ccncc3)CC2)cc1F	6.0	5
CCOC(=O)C(CC)(CC)C(=O)/C=C/c1ccc(OC)cc1	17.5	7
O=c1oc2cc(S(=O)(=O)NCCCO)ccc2c2ccc(S(=O)(=O)NCCCO)cc12	12.5	5
N/C(CC(=O)NC1CCCCC1)=N\OCC(=O)Nc1ccc(Cl)c(Cl)c1	9.4	10
O=C(Cn1nc(-c2ccccc2)ccc1=O)Nc1ccc(-n2cnnn2)cc1	14.8	7

Part of the list above in a different format:
mol: Cc1ccc(C(=O)N2C(=O)c3cccc(N)c3C2=O)o1
  Pf gamet viab = -14.9
  Avidin fluor = 7

mol: Cc1cc(C)cc(NC(=O)Oc2ccccc2N2CCCCC2)c1
  Pf gamet viab = -4.1
  Avidin fluor = 8

Going on with the list:
SMILES	Pf gamet viab	Avidin fluor
COC(=O)c1ccc(COc2ccc3c(c2)CCC3)o1	-14.3	3
CN1CCc2c(C#N)c(N3CCOCC3)nc(NCC3CCCO3)c2C1 (stereo not drawn)	12.8	5
Cn1ncc(C(=O)Nc2ccc(Cl)cc2)c1C(F)(F)F	2.5	3
CCOC(=O)c1ccc(NC(=S)N2CCN(CCN=CC3=C(O)CC(c4ccccc4)CC3=O)CC2)cc1 (stereo not drawn)	-3.4	7
CC1(C)CC(N2CCN(Cc3ccccc3)CC2)=CC(=[N+]2CCCCC2)C1	2.3	11
Fc1ccc(C2=CC(c3cccs3)n3nnnc3N2)cc1 (stereo not drawn)	4.1	5
COc1ccccc1CN1CN(S(=O)(=O)c2ccccc2)c2nc3ccccc3nc21	4.8	4
CC(=O)Nc1ccc(-c2cc(N)n(-c3ccccc3)n2)cc1	-15.5	6
Cc1cc(C(=O)O)oc(=O)c1	-2.3	7
CC(C)Oc1ccc(CCC(=O)NNC(=O)CCC(=O)O)cc1	6.3	8
Cc1cnc(NC(=O)/C=C/c2ccc(Br)o2)s1	-14.9	6
Cc1cccc(N(C)C(=O)c2cc3c(=O)[nH]c4ccc(C)cc4c3s2)c1	-4.3	7
O=C(O)c1ccc(/C=C2\SC(=S)N(Nc3ccccc3)C2=O)cc1	-10.3	8
N#Cc1cc(N2CCOCC2)nc2ccccc12	-1.7	6
O=C1N(Cc2cccnc2)C[C@@H]2C[C@@H](c3ccccc3C(F)(F)F)N3CCC[C@@]123	3.4	5
OCCN(CC#CC(O)(c1ccccc1)c1cccc(F)c1)CCO (stereo not drawn)	14.6	9
Cc1ccc2c(c1)c1c(n2CC(O)CN2CCCCC2C)CCCC1 (stereo not drawn)	21.4	5
Cc1ccc(C#N)c(SCc2ccccc2F)n1	0.4	7
O=S(=O)(CS(=O)(=O)c1ccc(Cl)cc1)c1ccc(Cl)cc1	1.0	6
CCN(CC(=O)NCCC1=CCCCC1)S(=O)(=O)c1ccccc1	-5.8	8
CCn1c(=NC(=O)c2cccc(N3C(=O)CCC3=O)c2)sc2c(C)ccc(OC)c21	4.4	6
O=C(CN1C(=O)/C(=C2\SC(=S)N(C3CCS(=O)(=O)C3)C2=O)c2ccccc21)Nc1ccc(F)cc1 (stereo not drawn)	-40.1	5
CCCCNCc1cc2ccccc2o1	9.1	14
Cc1cc(SCC(=O)Nc2cccc(S(=O)(=O)NC3=NCCCCC3)c2)nc2ccccc12	3.0	3
O=C(O)c1cc(N/N=C/c2ccc(N3CCOCC3)cc2)ccc1Cl	-15.0	7
OCCN(CC#CCC(O)(c1ccccc1)C1CCCC1)CCO (stereo not drawn)	7.4	7
Cc1ccc(C2N(c3ccc(Cl)cc3)C(=O)N3CCCN23)cc1 (stereo not drawn)	-7.1	16
CC(C)(C)c1ccc(S(=O)(=O)N2CCC(O)(c3ccc(Cl)cc3)CC2)cc1	-24.4	1
O=C(NNc1nc(-c2ccccc2)cs1)c1cccs1	3.0	6
CCCc1ccc(C(=O)NNc2ccc(F)cc2)cc1	25.1	3
Cc1c(C(=O)c2ccccc2)oc2ccc3ccccc3c12	8.7	5
O=C(O)c1ccc2ncsc2c1	10.1	7
CCn1c(/C=C/c2ccccc2C)nc2ccccc2c1=O	-15.1	12
CC(C)N(C)CCOC(=O)C1COc2ccccc2O1 (stereo not drawn)	6.4	8
O=C(Cn1c(NCCO)nc2ccccc21)NCC(F)(F)F	-7.9	9
CCCCNC(=O)C(c1ccc(OCC(=O)OC)c(C(=O)OC)c1)N(CCOC)C(=O)CCCCCN1C(=O)NC(c2ccc(-c3ccccc3)cc2)C(C(=O)OCc2ccccc2)=C1C (stereo not drawn)	-44.9	10
COC(=O)/C(C#N)=C\c1c(OC)[nH]c2ccccc12	0.7	5
CC1(NC(=S)Nc2ccc(NC(=S)NC3(C)CCS(=O)(=O)C3)cc2)CCS(=O)(=O)C1 (stereo not drawn)	-19.3	21
CC(/C=N/n1c(-c2n[nH]c3c2CCC3)n[nH]c1=S)=C\c1ccco1	-5.8	6
N#CCCN1CCCc2cc(N=Nc3ccc(C(F)(F)F)cc3)ccc21	-6.8	7
O=S(=O)(c1ccc(NC(=S)NCc2ccncc2)cc1)N1CCCCC1	1.5	6
O=C(Nc1cccc(S(=O)(=O)NC2=NCCCCC2)c1)c1cccnc1Cl	7.9	2
CC1=NNC(=O)C1CCC(=O)N/N=C/c1ccc(C)cc1 (stereo not drawn)	-31.5	6
COc1cccc(OC)c1C(=O)NC(=S)NNC(=O)[C@H]1C[C@@H]1c1ccccc1	17.1	13
Cn1nc(C(=O)Nc2cccc(S(N)(=O)=O)c2)c2ccccc2c1=O	5.6	4
COc1ccc2cc3c(N)nn(C(=O)c4ccc(F)cc4)c3nc2c1	-1.0	8
Oc1ccc(/C=N/N2CCN(c3ccccn3)CC2)cc1	-8.8	5
CCCn1nnc(NC(=O)/C=C/c2ccco2)n1	-25.6	9
O=C(Cc1ccc([N+](=O)[O-])cc1)c1c(O)cc(O)cc1O	-7.5	7
CC(=O)Nc1ccc(NC(=O)c2c([N+](=O)[O-])c(C(C)(C)C)nn2C)cc1	4.1	8
COC(=O)/C(C#N)=C/c1cc(C)sc1C	-4.0	4
CC1CC(Nc2ccccc2)c2ccccc2N1C(=O)c1ccco1 (stereo not drawn)	-16.0	6
CNC(=O)c1[nH]cnc1C(=O)Nc1ccc(Cl)cc1	12.8	3
CCCN(CCC)C(=O)c1cc([N+](=O)[O-])cc2c1-c1ccc([N+](=O)[O-])cc1C2=C(C#N)C#N	10.6	6
Nc1[nH]n(-c2ccccc2)c(=O)c1N=Nc1ccc2c(c1)OCO2	6.7	7
NC(=O)CC(NC(=O)Cc1cccc2ccccc12)c1ccc(NCCc2cccc(F)c2)c([N+](=O)[O-])c1 (stereo not drawn)	5.6	12
COCCOC(=O)c1c(C)oc2ccc(NS(=O)(=O)c3ccc(F)cc3)cc12	-9.8	6
Cc1c(/N=C(\[O-])Nc2ccc(Br)cc2)sn[n+]1C	-9.4	4
COc1ccc(N(CC(=O)Nc2cc([N+](=O)[O-])ccc2C)S(C)(=O)=O)cc1OC	7.9	6
O=C(c1ccc(S(=O)(=O)N2CCCC2)cc1)N1CCC(CN2C(=O)c3cccc4cccc(c34)C2=O)CC1	-9.0	9

Overlap with the part before: 7 entries; new compounds follow.
SMILES	Pf gamet viab	Avidin fluor
CCCN(CCC)C(=O)c1cc([N+](=O)[O-])cc2c1-c1ccc([N+](=O)[O-])cc1C2=C(C#N)C#N	10.6	6
Nc1[nH]n(-c2ccccc2)c(=O)c1N=Nc1ccc2c(c1)OCO2	6.7	7
NC(=O)CC(NC(=O)Cc1cccc2ccccc12)c1ccc(NCCc2cccc(F)c2)c([N+](=O)[O-])c1 (stereo not drawn)	5.6	12
COCCOC(=O)c1c(C)oc2ccc(NS(=O)(=O)c3ccc(F)cc3)cc12	-9.8	6
Cc1c(/N=C(\[O-])Nc2ccc(Br)cc2)sn[n+]1C	-9.4	4
COc1ccc(N(CC(=O)Nc2cc([N+](=O)[O-])ccc2C)S(C)(=O)=O)cc1OC	7.9	6
O=C(c1ccc(S(=O)(=O)N2CCCC2)cc1)N1CCC(CN2C(=O)c3cccc4cccc(c34)C2=O)CC1	-9.0	9
O=C(CNC(=O)c1ccc(F)cc1)N/N=C/c1cc(Br)ccc1OC(=O)/C=C/c1ccco1	-12.8	7
Cc1cc(=O)[nH]c(SCC(=O)Nc2cc(S(=O)(=O)N3CCCC3)ccc2Cl)n1	10.7	4
O=c1[nH]c(SCc2cccc(F)c2)nc2ccccc12	-4.6	5
Clc1cc2c(nn1)Nc1ccccc1S2	-10.2	7
CC1(C)Cc2c(c(=S)nc(-c3ccccc3)n2Cc2cccnc2)CO1	-2.5	10
Cc1nc2nc(SCc3ccc([N+](=O)[O-])cc3)[nH]c2cc1Br	-13.3	7
Cc1cc(N/N=C/c2ccc(N(C)C)cc2)nc(NCc2ccccc2)n1	-32.3	4
CN(CCN(C)C(C)(C)C)C(=O)C(c1ccccc1)c1ccccc1	-5.1	8
C=CCN1C2=NCCCN2c2ccccc21	-18.9	7
S=C(NCc1cccs1)Nc1cc(Cl)cc(Cl)c1	0.0	7
O=c1[nH]c(=O)c2nnc(N/N=C/c3ccccc3F)nc2[nH]1	14.0	7
CCN1CNC(=S)N(c2ccccc2C)C1	-12.4	5
Nn1c(SCc2ccc(F)cc2)nnc1-c1ccncc1	23.9	7
COc1nc(Nc2nc3ccccc3c(=O)[nH]2)nc2ccc(C)cc12	13.3	5
C=CCn1cnc2c(sc3nc(C)cc(C)c32)c1=O	20.2	7
O=C(NCc1cccnc1)C(=O)Nc1nc(C23CC4CC(CC(C4)C2)C3)cs1	8.3	6
O=C(CN1C(=O)NC2(CCCC2)C1=O)OCc1cc(=O)n2cc(Br)ccc2n1	10.5	5
CCOC(=O)C(c1ccccc1)C(Nc1ccc(F)cc1)c1ccccn1 (stereo not drawn)	9.0	6
COc1ccc(Br)c(OC)c1C(=O)NC(=O)Nc1nc(C)cc(C)n1	-2.8	6
O=C(O)c1cccnc1SCC(=O)N1CCCc2ccccc21	-7.2	8
CC1CN(C2=NC(=O)/C(=C3/C(=O)N(Cc4ccc(F)cc4)c4ccccc43)S2)CC(C)O1 (stereo not drawn)	-2.4	5
O=C(Nc1nc2nccc(-c3ccccc3)n2n1)c1ccccc1	-6.0	6
O=C(CCC(=O)N1CCN(c2ccc(F)cc2)CC1)c1ccc(F)cc1	10.6	3
Cc1cc(C)n2nc(SCc3ccccc3)nc2n1	4.2	6
NC(=O)c1ccc(NC(=O)c2cccc3c2OCCCO3)cc1	2.5	3
COc1cc2ccccc2cc1C(=O)NC(=S)Nc1cccc(C(=O)O)c1C	-8.0	3
CCOC(=O)/C(C#N)=C/Nc1ccccc1NS(=O)(=O)c1ccc(C)c(C)c1	-6.5	3
Cn1nccc1NC(=O)Nc1cccc(Cl)c1Cl	12.1	8
NC(=O)c1cccnc1Oc1ccccc1	-1.8	2
CN(CCc1ccccn1)C(=O)c1cccnc1Oc1ccccc1	12.9	8
CN(C)S(=O)(=O)c1ccc(NC=C(C#N)C#N)cc1	11.1	8
C=CCn1c(SCC(N)=O)nnc1-c1cnccn1	-25.9	7
CCOC(=O)c1nc(C)nc(Sc2n[nH]c(-c3ccccc3)n2)c1C	-1.0	5
COc1cccc(/C=N/Nc2nnc3c(n2)[nH]c2ccccc23)c1OC	-1.0	9
CCc1ccc(C(=O)Nc2ccc(C)c(NS(C)(=O)=O)c2)cc1	5.7	7
CC(=Nc1ccc(Br)cc1)c1sc2ccccc2c1O	6.3	6
COc1ccc(C(Nc2cc(C)ccn2)c2ccc3ccc(C)nc3c2O)cc1 (stereo not drawn)	-55.6	7
CC(=O)NS(=O)(=O)c1ccc(NC(=O)c2cc3c(=O)n4ccccc4nc3s2)cc1	8.3	2
O=C(Nc1ccc(Cl)cc1)N1CCCC(Cn2cccc2)C1 (stereo not drawn)	15.1	7
CCCCCC(=O)NNC1CC(=O)N(c2ccccc2)C1=O (stereo not drawn)	0.1	4
CCOC(=O)COc1cccc2c(=O)n(CC(=O)N3CCCCC3)ccc12	-8.2	8
O=C(Nc1ccc(F)c(Cl)c1)c1nsc(Cl)c1Cl	-35.4	7
C/C(Cc1ccccc1)=N\NC(=O)CNC(=O)COc1ccccc1	4.6	8
COC(=O)c1cccc(NC(=O)Nc2ccc(Cl)cc2Cl)c1	-8.5	7
Cc1n[nH]c(C)c1CCC(=O)N/N=C/c1c(C)[nH]c2ccccc12	-19.6	8
COc1ccc(NC(=O)CCC(=O)N/N=C/c2ccncc2)cc1	-1.4	8
COc1ccc2c(Cl)c(C(=O)OCC(=O)c3ccc4c(c3)NC(=O)CO4)sc2c1Cl	-18.9	12
Cc1cc(C)n(CCNC(=O)c2cc(COc3ccc4ncccc4c3)on2)n1	-5.0	6
CN(Cc1ccccc1)S(=O)(=O)c1ccc2c(c1)n(C)c(=O)c(=O)n2C	15.7	8

These rows are one share of the data; the hit share may differ from the screen's.
